Screens as filed in PubChem BioAssay.
TDP2 absorb: TDP2 (human) inhibition, absorbance primary screen | O95551 | actives 0.34% (n = 370,000) | recombinant TDP2, T5PNP hydrolysis, p-nitrophenol absorbance 415 nm | inhibition, % at 12.8 µM;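 active = inhibition above the mean of all tested compounds plus 3 SD, set per campaign, cut at about 25% in these data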;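 note: 0% = DMSO with enzyme and 100% = buffer with substrate but no TDP2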
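Test system: Human TDP2 enzyme | Reagent: 5 mM T5PNP | Compound dosing: 12.8 µM single point, 1% DMSO | Incubation: Enzyme reaction with compound for 2 h at 37 °C | Technique: p-Nitrophenol epi absorbance | Read-out: % inhibition relative to enzyme-containing and enzyme-free wells | Benchmarks: High control without enzyme, low control DMSO plus TDP2 | Replicates: Singlicate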
TCR CD3 inh: blocks the human TCR-CD3 interaction | inhibition, % at 9.4 µM | actives 0.37% (n = 360,000) | AID 651800 | TAMRA-labeled TCR probe fluorescence, biochemical; in the data active = inhibition above about 19%;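 note: recombinant mutant TCR 2C K166C tagged with TAMRA read by polarization; 0% = receptor in buffer alone and 100% = receptor with positive control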
UHRF1 MBD2 ctr: blocks human UHRF1 binding to methylated DNA; Q96T88; UHRF1 binding to methylated oligo, TR-FRET; inhibition, % at 4.4 µM; actives 0.75% (n = 370,000); AID 687016; in the data active = inhibition above about 21%;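 note: UHRF1 SRA domain binding a hemimethylated CpG hairpin DNA probe; 0% = median of test compound wells and 100% = reference inhibitor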
Target sequence (Q96T88 whole entry, looked up, the tested form may be a part): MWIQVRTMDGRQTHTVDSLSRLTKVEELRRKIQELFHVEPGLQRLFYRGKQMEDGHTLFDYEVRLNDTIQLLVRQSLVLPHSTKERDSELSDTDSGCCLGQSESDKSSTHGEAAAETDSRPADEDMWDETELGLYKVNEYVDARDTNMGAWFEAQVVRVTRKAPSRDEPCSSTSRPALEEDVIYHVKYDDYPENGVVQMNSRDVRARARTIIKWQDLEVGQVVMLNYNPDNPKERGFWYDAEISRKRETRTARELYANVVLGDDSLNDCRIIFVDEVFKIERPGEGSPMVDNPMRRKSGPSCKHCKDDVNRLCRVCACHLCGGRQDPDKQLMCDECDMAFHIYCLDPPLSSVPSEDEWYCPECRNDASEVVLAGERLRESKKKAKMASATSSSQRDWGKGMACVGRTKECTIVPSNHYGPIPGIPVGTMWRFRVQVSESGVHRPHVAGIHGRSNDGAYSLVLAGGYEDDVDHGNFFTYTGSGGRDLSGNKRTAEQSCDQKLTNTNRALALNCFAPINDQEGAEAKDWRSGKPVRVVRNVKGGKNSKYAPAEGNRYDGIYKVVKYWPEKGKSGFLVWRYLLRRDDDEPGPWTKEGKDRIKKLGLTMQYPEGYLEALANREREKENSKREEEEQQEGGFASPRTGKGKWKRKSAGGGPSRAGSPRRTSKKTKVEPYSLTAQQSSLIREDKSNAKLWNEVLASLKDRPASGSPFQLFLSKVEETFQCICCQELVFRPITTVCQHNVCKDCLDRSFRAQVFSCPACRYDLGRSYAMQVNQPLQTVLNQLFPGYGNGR
LEDGF integ inh: blocks HIV-1 LEDGF/p75-dependent DNA integration | TR-FRET IN-LEDGF/p75 DNA integration, Eu/Cy5 | actives 0.64% (n = 370,000) | inhibition, % at 3.7 µM;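 active = inhibition above the screen-wide mean plus 3 SD, cut at about 13% in these data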;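 note: signal is the Cy5 over europium emission ratio at 671 and 618 nm; 0% = plate median of compound wells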
SIAE inh: inhibitors of human sialic acid acetylesterase SIAE; Q9HAT2; SIAE FP-Rh probe binding, fluorescence polarization; inhibition, % at 9.66 µM; actives 0.69% (n = 370,000); AID 1053197;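 active = inhibition above a cutoff: mean of compounds within the control limits plus 3 SD of those, cut at about 17% in these data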;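 note: 0% = plate median of compound wells and 100% = probe without SIAE protein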
ABHD4 inh: ABHD4 (mouse) inhibition, primary FP screen. Q8VD66. purified mABHD4, FP-Rh probe fluorescence polarization. inhibition, % at 8.92 µM. actives 0.54% (n = 370,000);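 active = inhibition exceeding the mean over every tested compound plus 3 SD, cut at about 30% in these data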;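 note: 0% = plate median of compound wells and 100% = S159A mutant with DMSO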
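Assay system: mABHD4 protein; medium: HEPES pH 7.0, NaCl, Pluronic buffer; dosing: 8.92 µM, single dose; schedule: 45 min + 60 min at 25 °C; signal: FP readout, ex 525 nm / em 598 nm; read-out: normalized percent inhibition of probe labeling; repeats: single replicate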
DDE Tn7 FP inh: DD(E)-Tn7 binding inhibition, primary FP screen. actives 0.13% (n = 370,000). AID 720508. inhibition, % at 8.3 µM. FP displacement of FITC-Tn7 peptide from fibrin DD(E); 0% = median of compound wells per plate;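 active = inhibition above the mean of compounds falling within the control limits plus 3 SD of them, cut at about 14% in these data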;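 note: 0% = plate median of compound wells and 100% = 10 µM Aha-Tn7 peptide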
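Assay system: human fibrin DD(E) protein / Input: 2 µM fibrin DD(E) / Benchmarks: high control of 10 µM Aha-Tn7 peptide / Measured by: fluorescence polarization of the labelled Tn7 tracer / Medium: Tris buffer with calcium and detergent, pH 7.8 / Timing: 10 min compound pre-incubation, 3 h probe incubation at room temperature / Repeats: one replicate per compound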
PRMT1 FP inh: inhibitors of human PRMT1. actives 1.3% (n = 370,000). Q99873. inhibition, % at 2.79 µM. AID 652257. recombinant PRMT1, activity-based probe fluorescence polarization;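 active = inhibition above about 21% made by adding two undisclosed values, limit read from the data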
HTRA1 inh: inhibitors of human serine peptidase HTRA1 | inhibition, % at 5.96 µM | recombinant HTRA1, FP-rhodamine activity-based probe, fluorescence polarization | actives 0.5% (n = 340,000); in the data active = inhibition above about 36%;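 note: 0% = enzyme with DMSO and 100% = wells lacking enzyme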
PG9 binder: PG9 antibody binding by small molecule | TR-FRET gp120-PG9 antibody binding | inhibition, % at 6.7 µM | actives 0.43% (n = 360,000) | AID 624416; in the data active = inhibition above about 8.5%
Numbers without * were called inactive; x = not tested or not shown; + = active, no number.

SMILES	TDP2 absorb	TCR CD3 inh	UHRF1 MBD2 ctr	LEDGF integ inh	SIAE inh	ABHD4 inh	DDE Tn7 FP inh	PRMT1 FP inh	HTRA1 inh	PG9 binder
CCOc1ccc2[nH]cc(C(=O)NCc3ccccc3)c(=O)c2c1	-34	-15	2	4	-2	-26	2	-10	-22	-0.5
Cc1ccc(C(=O)OCC(=O)Nc2ccc(C(N)=O)cc2)s1	11	+	1	1	2	5	3	0	10	-1.1
O=C1C(c2ccccc2)NC(=S)N1C1CCCCC1 (stereo not given)	-4	-1	-1	3	3	-6	-6	-1	-12	-2.7
O=S(=O)(NCc1cccc(C(F)(F)F)c1)NCc1ccccc1F	-5	3	21	6	1	-12	-3	-1	-1	-3.1
CCOC(=O)c1c(NC(=O)CSc2nncn2C)sc(C)c1C	6	3	1	2	-3	8	1	5	12	-0.2
Cc1cc(NCCCOC(C)C)n2c(nc3ccccc32)c1C#N	11	3	-2	1	12	2	-9	-1	-7	11*
CCOC(=O)C(C)c1c(C)[nH]c(=S)[nH]c1=O (stereo not given)	-24	-3	6	1	0	0	-6	-3	-2	-3.9
COc1ccc(C2C(C#N)=C(N)Oc3cc4c(cc32)OCO4)cc1 (stereo not given)	-2	5	0	2	5	18	-9	3	14	-0.6
O=C(c1cc2ccccc2oc1=O)N(Cc1ccccc1F)C1CCS(=O)(=O)C1 (stereo not given)	-9	-5	0	-2	-3	-3	-3	-3	-4	-0.3
CCn1nnnc1SCC(=O)c1ccc(C)cc1	-7	-5	2	-4	-4	11	0	-2	0	0.2
CC1CCCC(NC(=O)COC(=O)CCSc2ccccc2)C1C (stereo not given)	7	-4	1	-2	-6	2	1	0	-4	1.9
Cc1ccc(S(=O)(=O)N2CCN(S(=O)(=O)N3CCOCC3)CC2)cc1C	-9	-1	1	-7	5	-3	-2	5	-3	-0.8
Cc1nc2c(C(=O)N3CCCC3)cnn2c(C)c1Cc1c(F)cccc1Cl	-2	-3	5	2	1	0	-1	-1	-2	-1.6
c1ccc(-n2cc(CN3CCCC(CN4CCCC4)C3)c(-c3ccc4c(c3)OCO4)n2)cc1 (stereo not given)	3	2	-4	2	7	0	0	-4	-43	-0.8
Cc1ccc(S(=O)(=O)NCCC(=O)OCC(=O)N(C)c2ccccc2)cc1	-7	-7	3	4	-6	-5	3	2	6	-0.9
C=C(C)C(COc1c2occc2cc2ccc(=O)oc12)OC(C)(C)C(O)COc1c2occc2cc2ccc(=O)oc12 (stereo not given)	2	-15	4	-4	-8	-5	2	0	-8	1.3
NC(=S)N=Nc1c(O)[nH]c2ccc(F)cc12	1	-3	-12	0	-4	9	1	8	7	-5.6
Cc1ccc(OC(=O)COc2ccccc2)c(-n2nc3ccccc3n2)c1	0	-5	2	-4	-7	-15	3	10	-15	1.9
CCOC(=O)C(C)n1cnc2c1c(=O)[nH]c(=O)n2C (stereo not given)	-8	-5	4	-6	-2	2	-1	0	4	-1.0
CSc1ccc(CN(C)CC(=O)N(C)CC(=O)Nc2ccccc2Br)cc1	0	-2	0	1	-3	-1	-14	-1	3	-0.1
O=C(NCc1ccccc1Cl)C1CCN(C(=O)c2ccc(F)cc2)CC1	-5	-4	0	-1	-3	-4	2	2	0	-0.8
O=C(CCc1nc2ccccc2c(=O)[nH]1)Nc1nnc(SCc2ccc(F)cc2)s1	3	8	1	-1	3	11	1	0	0	0.5
S=c1[nH]ccn1-c1cccc(Cl)c1	-4	2	0	4	2	0	-6	8	4	-1.8
Cn1c(=O)c2c(ncn2CC(=O)NC(C)(C)C)n(C)c1=O	-15	2	20	3	3	-6	2	-2	2	-1.5

Whole records, quoted from the list. Values in the order: TDP2 absorb	TCR CD3 inh	UHRF1 MBD2 ctr	LEDGF integ inh	SIAE inh	ABHD4 inh	DDE Tn7 FP inh	PRMT1 FP inh	HTRA1 inh	PG9 binder
Results for `S=c1[nH]ccn1-c1cccc(Cl)c1` = -4	2	0	4	2	0	-6	8	4	-1.8
Results for `c1ccc(-n2cc(CN3CCCC(CN4CCCC4)C3)c(-c3ccc4c(c3)OCO4)n2)cc1` (stereo not given) = 3	2	-4	2	7	0	0	-4	-43	-0.8

(further entries)
SMILES	TDP2 absorb	TCR CD3 inh	UHRF1 MBD2 ctr	LEDGF integ inh	SIAE inh	ABHD4 inh	DDE Tn7 FP inh	PRMT1 FP inh	HTRA1 inh	PG9 binder
O=C(COC(=O)c1ccc2c(c1[N+](=O)[O-])C(=O)c1ccccc1C2=O)NC1CC1	10	2	-3	0	16	5	8	2	12	-0.8
Cc1ccc(C(=O)N/C(=C\c2cccs2)C(=O)NCCc2c[nH]c3ccccc23)cc1	8	7	-1	-2	7	-4	4	0	-14	-0.3
CCOc1ccc(OCCN2C(=O)c3ccccc3C2=O)cc1	-15	-4	3	-6	0	5	-3	3	-1	-1.4
CCOC(=O)CNC(=O)CN1C(=O)CCS(=O)(=O)c2ccccc21	1	8	0	0	-7	4	-8	1	-2	-0.3
O=C(O)C1CC1C(=O)N1CCN(c2ccc(Cl)c(Cl)c2)CC1 (stereo not given)	-9	-9	1	-2	1	2	-3	-1	-5	0.0
Cc1ccc(NS(=O)(=O)c2ccc(C(=O)N3CCN(c4ncccn4)CC3)cc2)cc1	-6	-1	1	1	-4	1	-12	-5	1	0.1
COC(=O)c1sc(-c2cccs2)cc1N	3	-1	7	7	2	2	-10	1	-4	-4.3
CC(=O)NC(Cc1cc(C)ccc1C)C(=O)N1CCN(C(=O)c2ccc([N+](=O)[O-])cc2)CC1 (stereo not given)	12	4	-2	2	-1	1	-3	3	4	-0.6
O=C(CCc1ccccc1)NNC(=O)Cc1ccc(Cl)cc1	3	-5	2	-11	-3	-3	10	5	-2	-0.2
CCOC(=O)CC(=O)CSc1nc2nc(C)cc(C)n2n1	1	2	1	-1	1	6	-9	2	-4	-0.1
Cn1cccc1/C=C1\SC(=S)N(NC(=O)c2ccccc2Cl)C1=O	-6	-1	-6	-2	3	-3	-6	-14	-1	-5.4
O=C1NC2(CCCCC2)N=C1c1ccc(Br)cc1	5	-1	10	1	-2	-3	0	1	-3	1.9
CCOc1ccc(NC(=S)N(CCc2c(C)[nH]c3ccc(C)cc23)Cc2ccco2)cc1	-2	1	-1	-2	11	3	6	-4	-4	0.1
Cc1cccc(NS(=O)(=O)c2ccc(C(C)(C)C)cc2)n1	-9	2	-1	7	2	-5	-3	-4	-1	-2.7
Nc1c(Sc2ccccc2)c(=O)[nH]c(=O)n1Cc1ccccc1	-3	-4	8	-2	5	0	-2	-1	1	1.0
CCN1CCN(CCNC(=O)Nc2ccc([N+](=O)[O-])cc2)CC1	12	1	-4	-1	-1	-1	1	-1	-2	-1.0
COc1cc(/C=C2\SC(N3CCC(C)CC3)=NC2=O)ccc1O	-4	-6	-4	0	-6	-2	-9	-6	5	-11
O=C(Nc1ccc([N+](=O)[O-])cc1)Nn1cnnc1	-5	4	1	8	-13	-6	-3	-3	5	-1.5
COCC(=O)NNC(=O)Cc1ccc(Cl)cc1	-8	6	5	-4	-2	3	5	-2	2	-0.7
Nc1ccc(-n2nc(C(F)(F)F)cc2C(F)(F)F)cc1	8	-5	4	-1	-1	-1	7	5	7	-1.4
CC(C)NC(=O)c1cnc(Sc2ncc(C(F)(F)F)cc2Cl)n1C	4	4	1	0	4	1	-5	-1	0	0.2
CCc1nnc(SCC(=O)Nc2ccc3c(c2)OCO3)o1	4	-4	-1	6	1	-4	-2	-1	6	-0.7
N#CC1=C(N)C(C#N)(C#N)C2(CCC3(CC2)OCCO3)C2CC3(CC=C12)OCCO3 (stereo not given)	-2	4	-3	2	-1	7	-9	4	4	-2.8
COc1ccc(-n2cc(CNCc3cnc4ccccn34)c(-c3cccc(F)c3)n2)cc1	-4	-11	-1	5	0	-4	-1	-3	-26	1.5
CC1CC1C(=O)N(C)CC(=O)Nc1ccccc1Br (stereo not given)	9	7	-5	0	-3	2	-3	-2	-8	-0.5
CC(=O)N1N=C(c2ccc(Br)cc2)CC1c1ccc(Br)cc1 (stereo not given)	-1	6	-2	0	-2	-15	5	-4	2	-1.1
COc1ccc(N2C(=O)c3ccccc3NC(=O)C2C(=O)NCC(C)C)cc1 (stereo not given)	-1	-3	2	-2	1	6	4	0	x	-1.7
Cc1ccc(C(=O)/C=C/c2ccccc2[N+](=O)[O-])cc1	5	0	-4	1	-3	0	-8	-1	-14	0.3
CCc1ccc(/C=C/C(=O)c2ccc(N3CCOCC3)cc2)cc1	-10	5	-2	0	10	-7	-2	-1	-19	-2.0
CCn1c(SCc2ccccc2)nnc1C1CCCCC1	-2	-2	1	-2	2	1	-1	0	-1	-1.5

Compounds above containing a nitro group on carbon:
SMILES	TDP2 absorb	TCR CD3 inh	UHRF1 MBD2 ctr	LEDGF integ inh	SIAE inh	ABHD4 inh	DDE Tn7 FP inh	PRMT1 FP inh	HTRA1 inh	PG9 binder
O=C(COC(=O)c1ccc2c(c1[N+](=O)[O-])C(=O)c1ccccc1C2=O)NC1CC1	10	2	-3	0	16	5	8	2	12	-0.8
CC(=O)NC(Cc1cc(C)ccc1C)C(=O)N1CCN(C(=O)c2ccc([N+](=O)[O-])cc2)CC1 (stereo not given)	12	4	-2	2	-1	1	-3	3	4	-0.6
CCN1CCN(CCNC(=O)Nc2ccc([N+](=O)[O-])cc2)CC1	12	1	-4	-1	-1	-1	1	-1	-2	-1.0
O=C(Nc1ccc([N+](=O)[O-])cc1)Nn1cnnc1	-5	4	1	8	-13	-6	-3	-3	5	-1.5
Cc1ccc(C(=O)/C=C/c2ccccc2[N+](=O)[O-])cc1	5	0	-4	1	-3	0	-8	-1	-14	0.3
